Screens: PubChem BioAssay, The Scripps Research Institute Molecular Screening Center
TDP2 absorb: human TDP2 enzyme inhibitors, primary screen, biochemical, epi absorbance, recombinant enzyme; hit rate 0.34% among 370,000; inhibition, % at 12.8 µM; T5PNP hydrolysis, p-nitrophenol absorbance 415 nm; AID 720702, 2013;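 active means inhibition above the mean of all tested compounds plus 3 SD, set per campaign, cut at about 25% in these data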;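 further: 0% = DMSO with enzyme and 100% = buffer with substrate but no TDP2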
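System: recombinant human TDP2 / Amount: 120 nM TDP2 per well / Also added: 5 mM T5PNP chromogenic substrate / Doses: 12.8 µM single point, 1% DMSO / Incubation: 2 h at 37 °C / Detection: p-Nitrophenol epi absorbance / Evaluation: % inhibition relative to enzyme-containing and enzyme-free wells / Repeats: singlicate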
PLCg1 inh: PLC-gamma1 enzyme inhibitors, primary screen, biochemical, fluorescence, purified enzyme | inhibition, % at 12.2 µM | 1-phosphatidylinositol 4,5-bisphosphate phosphodiesterase gamma-1 (Homo sapiens), P19174 | fluorogenic substrate | AID 720700, 2013 | hit rate 0.84% among 370,000; in the data active means inhibition above about 9.5%
Tn6 DDE FP: inhibitors of Tn6 peptide binding to fibrin DD(E), primary screen, biochemical, fluorescence polarization, human fibrin, Tn6 probe; Fibrin DD(E) TRITC-Tn6 fluorescence polarization displacement; inhibition, % at 8.3 µM; hit rate 0.21% among 370,000; AID 720509, 2013;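 active means inhibition above a per-campaign cutoff: mean of compounds within control limits plus 3 SD, cut at about 15% in these data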;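 further: 0% = median of all compound wells on the plate and 100% = blocking peptide control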
Target sequence (P02675 whole entry, looked up): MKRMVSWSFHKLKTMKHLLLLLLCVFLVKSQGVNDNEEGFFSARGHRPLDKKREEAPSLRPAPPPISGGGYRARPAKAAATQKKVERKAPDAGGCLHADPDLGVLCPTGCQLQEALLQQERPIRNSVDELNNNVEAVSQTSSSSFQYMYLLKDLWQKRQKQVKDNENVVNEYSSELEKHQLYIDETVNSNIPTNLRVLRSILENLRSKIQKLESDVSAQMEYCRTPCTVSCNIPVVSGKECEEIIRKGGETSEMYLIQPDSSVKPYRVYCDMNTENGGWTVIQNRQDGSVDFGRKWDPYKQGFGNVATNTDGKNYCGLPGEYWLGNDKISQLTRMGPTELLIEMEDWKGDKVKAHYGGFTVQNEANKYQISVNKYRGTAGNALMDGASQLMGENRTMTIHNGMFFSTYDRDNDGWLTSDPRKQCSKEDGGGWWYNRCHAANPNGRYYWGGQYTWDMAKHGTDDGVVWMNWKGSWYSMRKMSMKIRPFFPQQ
ADAM10 inh: human ADAM10 inhibitors, primary screen, biochemical, QFRET, HTS; Disintegrin and metalloproteinase domain-containing protein 10 (Homo sapiens), O14672; recombinant ADAM10, EDANS/DABCYL FRET peptide cleavage, 3 h; inhibition, % at 7 µM; hit rate 0.62% among 370,000; AID 720582, 2013;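 active means inhibition above a per-campaign cutoff equal to the mean of compounds falling between control-based bounds plus 3 SD, cut at about 20% in these data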;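 further: 0% = DMSO wells while the 100% control is not disclosed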
Target sequence (O14672 214-748 limits assumed): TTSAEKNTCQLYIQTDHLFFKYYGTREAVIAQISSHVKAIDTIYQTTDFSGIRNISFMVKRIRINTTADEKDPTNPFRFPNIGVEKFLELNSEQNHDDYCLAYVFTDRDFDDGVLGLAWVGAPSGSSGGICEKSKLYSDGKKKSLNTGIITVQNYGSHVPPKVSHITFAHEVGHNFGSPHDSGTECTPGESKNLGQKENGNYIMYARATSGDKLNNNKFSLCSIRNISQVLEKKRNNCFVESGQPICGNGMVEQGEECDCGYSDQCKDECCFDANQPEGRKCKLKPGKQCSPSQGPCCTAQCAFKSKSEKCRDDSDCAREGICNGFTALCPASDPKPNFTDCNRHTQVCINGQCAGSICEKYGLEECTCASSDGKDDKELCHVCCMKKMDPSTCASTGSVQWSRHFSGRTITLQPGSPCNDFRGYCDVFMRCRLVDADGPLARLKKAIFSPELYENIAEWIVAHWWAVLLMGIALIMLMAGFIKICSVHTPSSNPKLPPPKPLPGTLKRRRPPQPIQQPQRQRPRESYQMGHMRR
PLC-beta3 inh: human PLC-beta3 inhibitors, primary screen, biochemical, fluorescence; 1-phosphatidylinositol 4,5-bisphosphate phosphodiesterase beta-3 (Homo sapiens), Q01970; Purified PLC-beta3, fluorogenic substrate; inhibition, % at 12.2 µM; hit rate 0.18% among 370,000; AID 720704, 2013; in the data active means inhibition above about 11%;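 further: 0% = median of compound wells on plate and 100% = full blocker control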
ADAM17 inh: ADAM17 inhibitors, primary screen, biochemical, QFRET; recombinant ADAM17, EDANS/DABCYL FRET peptide cleavage; hit rate 0.83% among 370,000; Disintegrin and metalloproteinase domain-containing protein 17 (Homo sapiens), P78536; inhibition, % at 6.95 µM; AID 720648, 2013;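 active means inhibition above the mean of compounds lying between control limits plus 3 SD, set per campaign, cut at about 8.5% in these data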;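 further: 0% = DMSO-only wells as the low control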
DDE Tn7 FP inh: inhibitors of Tn7 peptide binding to fibrin DD(E), primary screen, biochemical, fluorescence polarization, human fibrin, Tn7 probe; inhibition, % at 8.3 µM; Fibrinogen beta chain (Homo sapiens), P02675; FP displacement of FITC-Tn7 peptide from fibrin DD(E); 0% = median of compound wells per plate; AID 720508, 2013; hit rate 0.13% among 370,000;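 active means inhibition above the mean of compounds falling within the control limits plus 3 SD of them, cut at about 14% in these data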;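 further: 0% = plate median of compound wells and 100% = 10 µM Aha-Tn7 peptide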
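Measure: % inhibition scaled between sample-field median and high-control FP; Test system: human fibrin DD(E); Quantity: 2 µM final DD(E) protein; Doses: one dose, 8.3 µM nominal; Schedule: compound with protein 10 min, then 3 h after probe, room temperature; Detection: fluorescence polarization; Medium: Tris buffer with calcium and detergent, pH 7.8.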
ASAP1 inh: inhibitors of human ASAP1 ArfGAP activity, primary screen, biochemical, fluorescence polarization | AID 624377, 2012 | Arf-GAP with SH3 domain, ANK repeat and PH domain-containing protein 1 (Homo sapiens), … | hit rate 0.19% among 360,000 | inhibition, % at 16.5 µM | ASAP1-stimulated ARF1 GTP hydrolysis, GDP FP detection; in the data active means inhibition above about 25%;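 further: 0% = vehicle with enzyme and substrate and 100% = no enzyme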
ARFGAP1 inh: inhibitors of rat ARFGAP1 GAP activity, primary screen, biochemical, fluorescence polarization, GDP tracer | Arfgap1-stimulated ARF1 GTP hydrolysis, GDP FP detection | inhibition, % at 16.5 µM | hit rate 0.26% among 360,000 | AID 651572, 2012;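 active means inhibition above a per-plate limit, mean inhibition of low control wells plus 3 SD, cut at about 25% in these data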;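 further: 0% = DMSO wells with enzyme and 100% = wells lacking Arfgap1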
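System: truncated rat Arfgap1 GAP domain / Benchmarks: high control wells lacking Arfgap1, low control full reaction with DMSO / Times: compound-enzyme preincubation 20 min, reaction 120 min, detection 60 min, 25 °C / Repeats: one replicate per compound / Also added: human ARF1(Δ1-17)-GTP substrate / Measured by: Tracer-displacement fluorescence polarization with EDTA stop, 620/688 nm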
SIAE inh: human SIAE inhibitors, primary screen, biochemical, fluorescence polarization, FP-Rh probe, 1536-well HTS | Sialate O-acetylesterase (Homo sapiens), Q9HAT2 | SIAE FP-Rh probe binding | inhibition, % at 9.66 µM | hit rate 0.69% among 370,000 | AID 1053197, 2014;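 active means inhibition above a cutoff: mean of compounds within the control limits plus 3 SD of those, cut at about 17% in these data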;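 further: 0% = plate median of compound wells and 100% = probe without SIAE protein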
An asterisk follows results filed as active; i = inactive; nt = not tested or not shown.

No.	SMILES	TDP2 absorb	PLCg1 inh	Tn6 DDE FP	ADAM10 inh	PLC-beta3 inh	ADAM17 inh	DDE Tn7 FP inh	ASAP1 inh	ARFGAP1 inh	SIAE inh
1	CCCN1CCN(C(=S)Nc2ccccc2C(F)(F)F)CC1	7	0	4	0	-1	-1	4	5	-9	7
2	Cc1ccc(S(=O)(=O)NCCC(=O)NC2CCCC2)cc1	2	-1	1	3	-1	-5	11	-5	-6	-1
3	C[C@@H]1CN([C@H](C)CO)C(=O)CCCn2nncc2CO[C@H]1CN(C)C(=O)C1CCCCC1	-4	5	0	-5	1	1	5	0	14	-3
4	O=C(CN1CCOCC1)N/N=C/c1ccco1	10	-3	0	-1	-7	-1	2	-14	11	1
5	COc1ccc(/C=N/NC(=O)c2cc(-c3cccn3C)n[nH]2)cc1OC	-15	-18	-10	-20	-21	-5	-2	13	5	4
6	Cc1ccc(OCC(=O)Nc2sc3c(c2C#N)CC(C)(C)NC3(C)C)cc1	-7	10*	10	10	-51	1	-11	-12	4	1
7	COc1ccc(C2C(C#N)=C(N)Oc3c2oc(CO)cc3=O)c(OC)c1OC (configuration not stated)	4	-6	1	-10	-3	-3	3	-13	7	1
8	O=C(/C=C/c1ccccc1)C1=C(O)C(=O)N(CCO)C1c1ccc2c(c1)OCO2 (configuration not stated)	-3	-7	3	-7	-12	-2	-3	4	1	-3
9	CCCCP(=O)(CCCC)CCP(=O)(c1ccccc1)c1ccccc1	2	1	4	-10	2	1	1	-8	-4	3
10	O=C(NCc1ccccc1)c1ccc(C(=O)N(C2CCCCC2)C2CCCCC2)cc1	-4	3	-7	-1	0	-2	5	-2	-1	-4
11	CCCC(=NCCc1c(C)[nH]c2ccccc12)C1=C(O)CC(c2ccccc2)CC1=O (configuration not stated)	-2	-2	5	4	-1	-1	2	11	1	5
12	Cn1cnc2c(oc3ccccc32)c1=O	-9	2	-4	-4	-4	0	0	-5	0	-3
13	CN1CCN(c2nc(-c3ccc(Br)cc3)nnc2-c2ccccc2)CC1	8	-1	0	5	-2	-5	-1	-11	-10	3
14	CCOC(=O)C1CCCN(Cc2cc(=O)oc3cc(C)c(C(C)C)cc23)C1 (configuration not stated)	-11	-3	1	0	-3	0	3	3	7	-3
15	O=C(Nc1ccccc1)c1cc(C2CCCCN2S(=O)(=O)c2ccccc2)on1 (configuration not stated)	-10	10*	5	15	6	12*	-7	13	8	-13
16	O=C(Oc1cccc(N2C(=O)CCC2=O)c1)C1CC(=O)N(c2ccc(Br)cc2)C1 (configuration not stated)	-20	7	1	11	11*	4	-4	1	-8	0
17	C=CCn1c(C(CCC(C)C)CC(C)(C)O)n[nH]c1=S (configuration not stated)	-3	2	-1	10	2	-1	-2	5	-4	5
18	C/C(CC(=O)NCc1ccco1)=N\NC(=O)c1ccc(Cl)cc1Cl	-5	2	-5	1	-4	0	2	7	-7	-3
19	COc1ccc(C(C(=O)NC2CCCC2)N(Cc2cccnc2)C(=O)Cc2cccs2)c(OC)c1 (configuration not stated)	-11	2	-7	-12	-8	2	-4	-3	15	-5
20	Cc1cccc(C(=O)NCC(=O)N2CC(=O)Nc3ccccc32)c1	2	5	1	-2	-1	4	0	-1	9	4
21	CCCn1nnc(NC(=O)c2cccnc2Cl)n1	2	0	3	-2	0	-5	-4	-6	8	-2
22	Cn1c(N2CCCC2)nc2c1c(=O)n(Cc1cccc(F)c1)c(=O)n2C	5	1	-2	-5	1	-2	1	-3	5	3
23	COc1ccc(-c2noc(CN(C)C(=O)c3ccoc3C)n2)cc1	-6	-1	-5	-8	-15	-6	-4	-2	1	2
24	Cn1cccc1/C=N/NC(=O)c1sc2ccccc2c1Cl	-11	-3	-6	-4	-15	4	1	8	6	-3
25	Cn1nnnc1SCC1=C(C(=O)O)N2C(=O)C(NC(=O)Cn3nc(C(F)F)cc3C3CC3)C2SC1 (configuration not stated)	10	-2	-2	0	-2	-3	1	-3	12	0

Structural class, the compounds so far containing a cyano group (2)
No.	SMILES	TDP2 absorb	PLCg1 inh	Tn6 DDE FP	ADAM10 inh	PLC-beta3 inh	ADAM17 inh	DDE Tn7 FP inh	ASAP1 inh	ARFGAP1 inh	SIAE inh
6	Cc1ccc(OCC(=O)Nc2sc3c(c2C#N)CC(C)(C)NC3(C)C)cc1	-7	10*	10	10	-51	1	-11	-12	4	1
7	COc1ccc(C2C(C#N)=C(N)Oc3c2oc(CO)cc3=O)c(OC)c1OC (configuration not stated)	4	-6	1	-10	-3	-3	3	-13	7	1

Going on with the list.
No.	SMILES	TDP2 absorb	PLCg1 inh	Tn6 DDE FP	ADAM10 inh	PLC-beta3 inh	ADAM17 inh	DDE Tn7 FP inh	ASAP1 inh	ARFGAP1 inh	SIAE inh
26	OCCNCc1ccc(OCc2ccc(Cl)cc2Cl)cc1	5	5	2	9	7	1	1	1	0	11
27	CC(=O)NS(=O)(=O)c1ccc(NC(=O)CSc2ccc(C)cc2)cc1	-3	1	-3	8	-1	1	0	-9	4	8
28	Cc1ccc(N=Nc2ccc(O)c3ncccc23)cc1C	7	0	0	9	3	0	2	-6	9	7
29	CCOC(=O)C1(CCc2ccccc2)CCN(C(=O)c2cc(C)nc(C)n2)CC1	1	1	3	-5	1	-1	-6	-11	-9	-1
30	COC(=O)c1ccc(-c2cc3onc(-c4ccccc4)c3c(=O)n2C)cc1	-6	2	-7	71*	0	1	0	12	3	-7
31	CCOC(=O)C1=CCN(S(=O)(=O)c2ccccc2Cl)C1c1ccc(Cl)cc1 (configuration not stated)	-1	3	-2	4	1	2	4	3	7	5
32	Cc1ccc(-n2c(SCC(=O)c3ccc(F)cc3)nnc2-c2cccnc2)cc1	3	4	-2	6	4	1	0	nt	nt	0
33	COC(=O)c1[nH]c2ccccc2c1NC(=O)CN1CCN(C/C=C/c2ccccc2)CC1	1	-10	1	-26	-13	-24	2	1	8	9
34	Cc1ccccc1C(=O)NCCn1cc(SCC(=O)NCC2CCCO2)c2ccccc21 (configuration not stated)	6	2	9	0	-4	1	0	-4	3	0
35	COC(=O)c1sc2ccccc2c1NC(=O)c1ccc(S(=O)(=O)N2CC(C)CC(C)C2)cc1 (configuration not stated)	7	1	2	5	3	-1	0	7	17	-1
36	Cc1ccc([C@H]2N[C@]3(CCCN(Cc4ccco4)C3=O)[C@H]3C(=O)N(C)C(=O)[C@@H]23)cc1	-3	1	1	-3	1	-2	-2	3	-10	-4
37	O=C(NC1CC1)c1cccc2c1C(=O)c1ccc(N3CCC(N4CCCCC4)CC3)cc1S2(=O)=O	-1	-92	18*	-1	-124	4	-5	7	11	5
38	Cn1c(CCC(=O)O)nc2cc(S(=O)(=O)N3CCCCC3)ccc21	-12	1	7	-7	-3	0	-2	-4	-1	-7
39	COc1cc2[nH]c(C(=O)Nc3ccc4c(c3)OCCO4)cc2c(OC)c1OC	-1	-5	-5	5	-16	-1	-8	20	-6	-6
40	CSc1nnc(-c2cc(Br)ccc2N=Cc2c(C)[nH]n(-c3ccccc3)c2=O)c(=O)[nH]1	-5	4	-1	6	5	3	-8	-8	-2	-4
41	COCC(C)n1c(C)cc(C(=O)CSc2ccc(NC(C)=O)cc2)c1C (configuration not stated)	-6	0	0	6	3	1	1	2	-7	3
42	O=C(OCc1cc(=O)c(OC(=O)c2ccccc2)co1)c1ccccc1	3	-3	4	-7	-3	-3	-3	5	1	0
43	CC(C)(C)OC(=O)CNC(=O)c1nc[nH]c1C(=O)N1CCN(c2ccccc2)CC1	6	3	1	0	2	-1	3	-3	1	7
44	COC(=O)Cc1c(C)c2ccc(OCc3nn[nH]n3)c(C)c2oc1=O	-5	-72	5	i	-103	-236	-4	-4	6	5
45	Cc1ccc(OCCCCn2c(CO)nc3ccccc32)cc1	-16	2	1	-4	-3	0	-4	-2	-2	0
46	Cc1cccc(C)c1NC(=O)CN(C)C(C)C(=O)NCC(=O)Nc1ccc(F)c(F)c1F (configuration not stated)	0	0	3	-3	-2	-9	3	-18	-7	-3
47	COC(=O)c1ccc(Oc2ccc3nnc(C)n3n2)cc1	0	0	9	-6	0	1	-11	13	-3	-3
48	CC(=O)OC(C(=O)NC1CCCCC1)c1ccccc1 (configuration not stated)	-4	1	-2	-1	-2	0	3	2	6	2
49	S=C(Nc1ccc(Cl)cc1Cl)N1CCN(c2ccccn2)CC1	-13	-3	-8	0	-9	-4	-1	0	10	3
50	COCC(=O)NC1CCN(C(=O)Nc2ccc(Br)cc2)CC1	-10	1	-3	-7	7	-3	-1	9	2	-10
51	CCOC(=O)c1cc(C)n(-c2ccccc2)c1C	-2	1	6	-2	-14	-1	-1	8	-10	-2
52	CCn1c(SCC(=O)N/N=C/c2cc(OC)c(O)c(OC)c2)nc2ccccc21	-3	2	-2	-3	2	2	0	-13	4	7
53	CCCNc1c(NS(=O)(=O)c2ccc(Br)cc2)c(=O)oc2ccccc12	-8	-13	-10	-7	-26	6	-2	2	7	11
54	CCCNC(=O)COC(=O)c1cccnc1Nc1ccccc1F	2	-4	2	1	-2	0	-2	3	-5	-2
55	CCOC(=O)C1=CCN(S(=O)(=O)c2ccc(C)cc2)C1c1cccc(Cl)c1 (configuration not stated)	1	2	-1	-7	0	7	-5	8	-3	-2
56	COCC(=O)Nc1ccc(Nc2ccccc2)cc1	5	1	-2	1	0	-4	-3	-5	10	7
57	CCCC(c1nnnn1Cc1ccco1)N1CCN(c2ccccc2)CC1 (configuration not stated)	-6	0	-7	-5	-3	-4	-4	7	6	-4
58	COc1ccccc1CNC(=O)C1CCC(=O)N(CCCN2CCCC2=O)C1 (configuration not stated)	-9	9.9*	1	9	2	0	-5	3	5	6
59	Cc1cccc(NC(=O)C2C3C=CC(C4CC34)C2C(=O)O)c1 (configuration not stated)	-2	7	-10	10	6	2	-1	-16	-4	-9
